Source: PubChem (several laboratories)
HIF-2a inh = inhibitors of HIF-2a; 786-0 RCC cells HIF-2a reporter, luciferase luminescence, overnight; inhibition, % at 18.8 µM; 360,000 tested, 0.72% active; AID 624352;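 active means inhibition of the luminescence signal of 40% or more relative to plate controls, in a single-dose primary screen at 18.75 µM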
iPSC survival up = hiPSC single-cell survival enhancement; ATPlite luminescence; 100% = ROCK inhibitor wells, 0% = DMSO; survival enhancement, % at 20 µM; 360,000 tested, 0.044% active; in the data active means survival enhancement above about 18%;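 further: cells exposed to compounds for 16 hours before the ATP read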
Peg3 promoter = inhibitors of Peg3 promoter. 360,000 tested, 1.7% active. HeLa PEG-Prom luciferase reporter, luminescence, overnight. inhibition, % at 20 µM;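 active means inhibition of at least 50% at 20 µM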
NR2E3 ag-1 = activates human photoreceptor nuclear receptor NR2E3 | 320,000 tested, 0.12% active | Q9Y5X4 | inhibition of corepressor binding, % at 4.78 µM | AID 2300 | GST-NR2E3/biotin-RetCOR TR-FRET, 1536-well;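 active means percent inhibition above the cutoff of mean plus 3 SD of all tested compounds, set per screening campaign, cut at about 20% in these data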;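 further: 0% = DMSO wells and 100% = biotin wells as full block of FRET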
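System: GST-tagged NR2E3 plus biotinylated RetCOR corepressor; Buffer or medium: pH 7.5 Tris-based buffer; Probe or stimulus: RetCOR corepressor, biotinylated, 7 nM; Doses: compound at 4.8 µM, single dose; Schedule: 5 h incubation at 4 °C; Technique: time-resolved FRET; Evaluation: percent inhibition of TR-FRET ratio; Replication: one well per compound, singlicate testing.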
H9c2 protect = modulators protecting cardiomyocytes from myocardial damage; H9c2 cardiomyocytes, H2O2 injury protection, ATPLite, 2 h; protection from H2O2 cell death, % at 20 µM; 360,000 tested, 0.63% active; AID 588492;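 active means compounds giving at least 50% protection of heart cells from peroxide-induced death in the single-dose screen, raw or plate-pattern-corrected value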;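 further: 0% = DMSO wells with peroxide and 100% = DMSO wells without peroxide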
CaV13 FRET inh = Primary screen for inhibitors of IQ motif and Ca2+-dependent inactivation inhibitor domain binding in CACNA1D, Förster resonance energy transfer in living cells, …; 340,000 tested, 0.098% active; HEK cells, CFP/YFP FRET ICDI-IQ, plate reader, 10 min; percent FRET-ratio fall versus neutral wells; inhibition, % at 12.3 µM;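 active means mean replicate inhibition of at least 30% and at least 1% of replicates passing that level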;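 further: 0% = median of the neutral control wells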
NR2E3 ag-2 = human photoreceptor-specific nuclear receptor agonism. AID 602229. Q9Y5X4. 360,000 tested, 0.35% active. inhibition of corepressor binding, % at 3.98 µM. CHO-S Gal4-NCOR/VP16-NR2E3 two-hybrid, luciferase;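 active means inhibition above the mean of all tested compounds plus 3 SD, cut at about 70% in these data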;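 further: 0% = DMSO with NR2E3 transfected cells and 100% = cells lacking NR2E3 construct; higher means lower luciferase signal from less NR2E3 corepressor binding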
HTR2A ag = mouse HTR2A agonism via beta-arrestin recruitment. P35363. CHO-K1 mHTR2A beta-arrestin complementation, luminescence; percent of 30 µM serotonin response. activation, % at 7.6 µM. 360,000 tested, 0.66% active;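 active means activation above a run cutoff, the mean activation of all tested compounds plus 3 SD, cut at about 14% in these data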;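 further: 0% = plate median of compound wells and 100% = 30 µM serotonin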
Target sequence (P35363 whole entry, looked up): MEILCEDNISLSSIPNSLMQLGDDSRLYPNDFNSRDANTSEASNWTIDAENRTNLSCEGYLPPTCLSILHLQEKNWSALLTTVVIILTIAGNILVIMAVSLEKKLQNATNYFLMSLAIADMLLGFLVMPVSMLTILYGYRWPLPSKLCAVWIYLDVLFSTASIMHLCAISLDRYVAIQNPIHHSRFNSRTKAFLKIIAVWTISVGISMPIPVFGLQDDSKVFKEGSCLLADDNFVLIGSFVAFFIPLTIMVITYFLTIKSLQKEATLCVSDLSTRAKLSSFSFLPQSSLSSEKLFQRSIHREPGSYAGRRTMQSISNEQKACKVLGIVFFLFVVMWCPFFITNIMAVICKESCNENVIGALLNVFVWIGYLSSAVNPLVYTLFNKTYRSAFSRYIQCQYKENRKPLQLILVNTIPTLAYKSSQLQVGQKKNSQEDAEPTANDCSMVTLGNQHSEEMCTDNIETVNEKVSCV
MITF TRPM1 inh = inhibitors of MITF-driven TRPM1 promoter in melanoma cells; SK-MEL-5 TRPM1 promoter luciferase, 24 h; inhibition, % at 12.5 µM; 330,000 tested, 0.83% active;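 active means mean inhibition across replicates of 60% or more, whatever share of single replicates reaches that level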; further: values of inactives mirror those of a sister screen read the other way
PDI turbidity = inhibitors of human protein disulfide isomerase | PDI insulin aggregation turbidity, A650, 90 min | inhibition, % at 10 µM | 350,000 tested, 0.052% active | AID 588391;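 active means mean inhibition across replicates of 30% or more, whatever share of single replicates reach that level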;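 further: absorbance from insulin aggregation driven by PDI reduction with DTT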
Target sequence (P07237 whole entry, looked up): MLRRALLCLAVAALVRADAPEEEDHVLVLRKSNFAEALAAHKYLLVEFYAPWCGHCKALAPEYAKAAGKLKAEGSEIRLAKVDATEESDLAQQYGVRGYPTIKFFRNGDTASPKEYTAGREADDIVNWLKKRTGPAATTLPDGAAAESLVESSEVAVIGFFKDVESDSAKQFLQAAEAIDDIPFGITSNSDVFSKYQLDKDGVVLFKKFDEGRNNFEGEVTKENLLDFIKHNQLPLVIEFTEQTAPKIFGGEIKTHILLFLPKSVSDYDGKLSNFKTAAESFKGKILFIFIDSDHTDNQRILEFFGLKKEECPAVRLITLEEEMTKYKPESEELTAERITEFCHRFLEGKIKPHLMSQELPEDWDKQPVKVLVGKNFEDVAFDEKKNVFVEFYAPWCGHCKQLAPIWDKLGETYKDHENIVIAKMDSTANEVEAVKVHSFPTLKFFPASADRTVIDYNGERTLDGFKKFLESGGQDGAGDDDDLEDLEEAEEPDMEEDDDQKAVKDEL
Shn3 3UTR inh = Schnurri-3 reporter inhibition in Clone20 osteoblasts | 360,000 tested, 0.52% active | AID 588674 | Clone20 osteoblast Shn3 3'UTR firefly luciferase, 24 h | inhibition, % at 12.5 µM;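 active means mean inhibition of at least 75% with every replicate also reaching 75%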;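 further: 0% = median of neutral control wells and 100% = pilot-screen positive control compound; some compounds past the cut are filed as inactive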
* hit, by the source's call; x = not tested or not shown.

compound	HIF-2a inh	iPSC survival up	Peg3 promoter	NR2E3 ag-1	H9c2 protect	CaV13 FRET inh	NR2E3 ag-2	HTR2A ag	MITF TRPM1 inh	PDI turbidity	Shn3 3UTR inh
COc1cccc(NC(=O)COc2coc(CN3CCc4ccccc4C3)cc2=O)c1	0.2	-0.4	7.9	0.8	-4.8	-15.3	6.8	2.9	-3.1	-2.9	-5.3
CC1(C)Cc2c(cnn2-c2cccc(F)c2)C(NC(=O)c2ccc[n+]([O-])c2)C1 (centres undefined)	14.4	-0.6	4.1	x	-2.7	-5.9	-38.1	5.6	1.4	-5.0	9.2
Nc1ccc2c(c1)Cc1cc([N+](=O)[O-])ccc1-2	-159.6	-1.9	-145.1	-1.8	-8.7	-25.3	-26.1	-1.3	-77.0	-2.8	-36.5
Cc1ccc(NC(=O)C2CCN(C(=O)c3ccco3)CC2)cc1C	2.6	-0.2	1.1	1.1	3.3	-1.9	-26.7	-8.7	16.7	-9.2	-21.6
COc1cc(/C=C/C(=O)OCC(=O)N2c3ccccc3CC2C)cc(OC)c1OC (centres undefined)	2.3	-0.3	27.0	3.8	6.7	-5.5	-8.6	5.7	5.3	7.0	-3.9
COCCSc1nnc(NS(=O)(=O)c2ccccc2)s1	4.3	-0.7	1.0	5.0	3.9	0.4	-5.1	-0.2	-7.3	11.3	0.9
CSc1ccc(Cl)c(C(=O)OCC(=O)N(C)CCC#N)c1	10.5	0.0	15.5	-2.5	-3.5	5.1	-4.1	-0.4	-0.4	5.2	0.3
Cc1cccc(-n2nnnc2SCC(=O)NCC2(N3CCOCC3)CCCCC2)c1C	1.6	0.6	33.2	-0.2	14.1	-2.2	1.4	-0.6	14.5	14.8	0.3
CC12CCC(c3c(C(=O)O)nn(-c4ccc(F)cc4)c31)C2(C)C (centres undefined)	15.0	-0.7	-1.6	2.4	5.1	-4.5	-14.0	2.0	-4.5	-5.9	7.7
CC(C)(C)c1ccc(C(=O)NCCN2CCOCC2)cc1	-23.2	-0.2	-15.1	-2.8	-1.3	-3.3	-38.5	-4.2	-10.3	2.4	-5.8
Nc1c(C(=O)Nc2ccccc2Cl)nnn1-c1ccc2c(c1)OCCO2	-251.1	-0.6	-403.5	5.1	-5.6	-3.5	-92.0	0.0	-137.2	-1.2	-74.0
CCOc1cc(/C=N/N=C2/NC(=O)C(CC(=O)O)S2)ccc1OCc1ccc(Cl)cc1 (centres undefined)	4.9	0.3	-2.7	0.3	3.2	4.6	-6.8	-5.2	-6.8	10.5	-6.1
NC(=O)c1ccc(NC(=O)CSc2nnc(-c3ccc4c(c3)OCO4)o2)cc1	-136.0	-0.4	-72.3	-1.6	12.2	-14.4	-36.3	4.5	-14.9	12.9	10.1
O=C(c1ccc(-n2cncn2)c([N+](=O)[O-])c1)N1CCN(S(=O)(=O)c2ccc(Br)cc2)CC1	16.3	-0.4	11.9	-3.4	-7.6	-6.0	1.9	0.4	16.6	-9.4	-3.2
Cc1nc2nc(COc3ccccc3)[nH]n2c(=O)c1Cc1ccccc1	13.9	-1.9	3.8	2.2	10.6	-3.6	-28.2	1.9	-5.0	-5.4	-7.9
COc1ccc(-c2nc(CN(Cc3cnn(C)c3)C(C)C)c(C)o2)c(OC)c1	13.4	0.1	15.2	-1.4	2.8	-18.4	-26.2	-2.1	10.9	1.6	-1.2
Cc1cccc2nc(CSc3ccccc3N)cn12	-154.1	-2.7	-248.7	0.4	-2.0	x	-133.3	-0.6	-41.4	5.6	-62.9
CCOC(=O)C(CC)/C(C)=N\NC(=O)c1ccccc1O (centres undefined)	-61.9	2.4	54.0*	1.5	35.9	-6.2	-13.4	2.2	15.4	-3.8	-8.6
COc1ccccc1N1CCN(C(=O)Cn2nnc(-c3cccs3)n2)CC1	2.1	-3.5	8.9	1.0	4.7	-5.1	-7.4	-2.2	-2.7	1.3	-0.9
CC1=NN(C(=O)Cn2nc([N+](=O)[O-])cc2C)C(O)(C(F)(F)F)C1 (centres undefined)	17.8	4.2	-5.0	-1.4	-3.1	-5.3	6.1	-0.4	-3.5	-4.7	-22.3

Next section.
compound	HIF-2a inh	iPSC survival up	Peg3 promoter	NR2E3 ag-1	H9c2 protect	CaV13 FRET inh	NR2E3 ag-2	HTR2A ag	MITF TRPM1 inh	PDI turbidity	Shn3 3UTR inh
CCCS(=O)(=O)NC(=O)C1(C)CCCN(C(=O)COCc2ccccc2)C1 (centres undefined)	9.7	2.5	-3.1	x	1.0	-8.2	-28.8	-4.0	x	18.0	0.7
Cc1c(NC(=O)CSCc2ccccc2)cccc1C(=O)O	-4.0	-0.1	-4.5	1.9	0.4	-11.0	-38.5	3.0	-8.6	-8.3	-7.7
CCCCCCCCCC(=O)Nn1cnc2ccccc2c1=O	10.0	-1.3	0.9	0.7	1.3	-14.0	-14.6	0.8	9.1	-0.1	-14.9
COCCNC(=O)CSc1ccccc1C(=O)NCC1CCCCC1	2.6	1.5	8.6	0.9	10.6	-0.6	-18.5	5.4	3.5	5.2	-0.5
Cc1cc(C)n(-c2nc3ccccc3c(=O)n2OCC(=O)Nc2c(C)cccc2C)n1	-5.0	4.4	6.3	1.9	9.6	-4.7	-24.2	0.2	3.0	-3.1	-2.7
COc1ccc(C(=O)Nc2cccc(N(C)S(C)(=O)=O)c2)cc1OC	-160.8	-2.9	-117.0	-1.7	0.3	x	-14.4	3.8	-61.4	3.7	-36.1
COc1ccc(/C=C/c2nnc(NC(=O)C(C)C)s2)cc1	-45.3	0.3	-38.7	1.8	6.1	-6.4	-38.6	-4.2	-19.7	-6.7	-8.6
Cc1c(Cl)cccc1N1C(=O)CC(N(O)c2ccccc2)C1=O (centres undefined)	-15.2	-2.3	-8.8	-1.1	-0.1	-8.5	-52.0	2.6	-6.2	4.7	-0.1
CCOc1ccccc1CNC(=O)CCNS(=O)(=O)c1ccc2[nH]c(=O)oc2c1	15.4	-0.2	7.9	5.4	-0.1	-8.1	-1.3	-3.0	-10.5	-6.0	-3.0
CCN(CC(=O)NCc1ccncc1)S(=O)(=O)c1ccc(OC)cc1	8.3	-0.3	8.6	2.8	-1.3	-3.4	-10.2	4.7	-15.6	9.5	-8.6
O=C(c1cc(COc2ccc(F)cc2Cl)on1)N1CCSCC1	-289.6	0.9	-294.5	1.5	-2.8	-7.6	-101.8	-1.4	-37.4	-10.0	-82.9
CC(=O)NC(CC(=O)OCC(=O)N1CCN(S(=O)(=O)c2ccc(Cl)cc2)CC1)c1ccccc1 (centres undefined)	18.4	-0.3	7.9	-2.8	-0.5	-2.0	-6.3	0.2	-0.4	5.0	-8.4
Cc1ccc2cc(CNC[C@H]3O[C@@H](n4cc(C)c(=O)[nH]c4=O)C[C@@H]3O)c(N3CCOCC3)nc2c1	12.9	0.8	-13.3	x	-11.3	-2.9	1.9	-4.5	x	-4.1	-4.9
O=C(c1ccco1)N1N=C(c2ccc(Cl)cc2)CC1(O)C(F)(F)F (centres undefined)	-14.8	0.8	16.9	-1.3	-6.8	-9.5	5.9	-6.8	-13.9	-2.3	21.4
CCOC(=O)C1CCN(C(=O)c2cccs2)CC1	12.6	1.3	-1.7	11.3	0.3	-4.4	23.8	0.0	20.4	-23.3	15.7
Cn1c(SCC(=O)N2CCOCC2)nc2cccnc21	16.1	-2.1	13.8	-3.0	9.7	0.5	4.4	1.0	3.7	-1.3	-8.2
Cc1ccc2oc(C(=O)NC3CCS(=O)(=O)C3)cc(=O)c2c1 (centres undefined)	6.6	0.1	-7.9	0.6	-5.7	-2.4	10.6	-0.1	-1.9	0.6	-17.0
CCOC(=O)Cc1nnc(Nc2cccc(O)c2)c2ccccc12	6.3	0.0	-16.0	6.0	10.4	-5.8	4.2	4.4	-1.5	-7.1	-0.5
CCOC(=O)N1CCN(C(=O)CS(=O)(=O)c2cn(Cc3ccc(Cl)cc3)c3ccccc23)CC1	6.6	2.1	17.3	-1.0	2.2	-2.7	24.2	5.7	x	x	18.9
COc1cccc(CN(C)C(=O)C2CCN(S(=O)(=O)c3ccc(C)cc3)CC2)c1OC	1.1	-0.8	-8.8	1.3	-11.7	-6.5	-10.9	-3.9	6.9	10.4	7.1

(continued)
compound	HIF-2a inh	iPSC survival up	Peg3 promoter	NR2E3 ag-1	H9c2 protect	CaV13 FRET inh	NR2E3 ag-2	HTR2A ag	MITF TRPM1 inh	PDI turbidity	Shn3 3UTR inh
CN(Cc1ccco1)C(=O)c1ccc(OC2CCN(Cc3ccccn3)CC2)cc1	-2.1	0.1	-5.5	0.6	-2.3	-6.9	21.6	2.7	-9.0	2.9	-3.0
COc1ccc(CCNC(=O)NS(=O)(=O)c2ccc(C)cc2)cc1OC	2.8	-0.4	-7.2	-2.0	1.5	-18.4	-39.2	-4.4	-5.5	-5.8	1.4
CN(C1CCCCC1)S(=O)(=O)c1ccc(S(=O)(=O)N2CCN(C(=O)c3ccccc3F)CC2)cc1	13.0	5.3	30.5	3.9	-3.0	-4.3	2.1	1.6	0.5	-2.0	17.6
O=C(COC(=O)CN1C(=O)C2CCCCC2C1=O)Nc1cc(F)ccc1F (centres undefined)	8.8	-0.2	3.0	x	-8.0	-7.2	-22.3	-2.5	-0.3	-1.0	7.3
CCCC(c1nnnn1CCc1ccccc1)N1CCC(C(N)=O)CC1 (centres undefined)	5.1	-1.6	3.3	0.3	0.4	-4.7	11.1	3.6	-1.4	-3.6	-100.7
O=C(COC(=O)c1cn(-c2ccccc2)nc1-c1ccc(F)cc1)Nc1ncc(Cl)cc1Cl	-11.5	-1.2	-4.2	0.6	0.0	-17.9	-31.5	4.9	-7.0	2.4	-26.5
COc1ccc(OCc2nnc(SCC(N)=O)n2N)cc1	6.9	5.2	-22.3	-0.8	0.2	x	-31.7	-0.1	9.6	-10.3	17.7
O=[N+]([O-])c1ccc(Oc2ccc(C(F)(F)F)cn2)cc1	-4.8	2.0	-18.8	5.5	-0.3	-3.6	-18.6	4.3	1.3	-9.3	-22.4
O=C(CN1C(=O)NC2(CCOc3ccccc32)C1=O)c1ccc[nH]1 (centres undefined)	12.4	-0.2	-3.4	-2.0	-1.0	-15.8	-3.8	-7.4	6.4	6.1	-1.9
Cc1ccc(NC(=O)C(=O)NCCc2c[nH]c3ccccc23)cc1C	-15.1	-0.2	-10.5	-2.0	-12.2	-2.1	-6.2	-0.9	2.1	2.5	-17.5
Nc1ccc(-c2cnc(-c3ccc(N)cc3)nc2)cc1	-20.6	-2.6	-192.9	-0.6	-11.1	-5.5	-141.5	1.2	4.0	4.2	-32.9

Shown with two lines to a compound: 2 of the compounds above.
Each structure is followed by: HIF-2a inh	iPSC survival up	Peg3 promoter	NR2E3 ag-1	H9c2 protect	CaV13 FRET inh	NR2E3 ag-2	HTR2A ag	MITF TRPM1 inh	PDI turbidity	Shn3 3UTR inh
- COc1ccc(OCc2nnc(SCC(N)=O)n2N)cc1
 : 6.9	5.2	-22.3	-0.8	0.2	x	-31.7	-0.1	9.6	-10.3	17.7
- O=C(COC(=O)CN1C(=O)C2CCCCC2C1=O)Nc1cc(F)ccc1F (centres undefined)
 : 8.8	-0.2	3.0	x	-8.0	-7.2	-22.3	-2.5	-0.3	-1.0	7.3
